KCNQ2 inh: KCNQ2 potassium channel inhibitors, primary screen, cell-based, CHO-K1, FluxOR thallium flux, B-score (AID 2156); Potassium voltage-gated channel subfamily KQT member 2 (Rattus norvegicus), O88943; 20 min; stronger effect = lower value; B-score at 10 µM; 310,000 compounds, 1.1% hits;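 active = fluorescence ratio B-score at most minus 3 library SDs, with starting brightness B-score within 2 library SDs, cut at about -5.5 in these data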
Target sequence (O88943 whole entry, looked up): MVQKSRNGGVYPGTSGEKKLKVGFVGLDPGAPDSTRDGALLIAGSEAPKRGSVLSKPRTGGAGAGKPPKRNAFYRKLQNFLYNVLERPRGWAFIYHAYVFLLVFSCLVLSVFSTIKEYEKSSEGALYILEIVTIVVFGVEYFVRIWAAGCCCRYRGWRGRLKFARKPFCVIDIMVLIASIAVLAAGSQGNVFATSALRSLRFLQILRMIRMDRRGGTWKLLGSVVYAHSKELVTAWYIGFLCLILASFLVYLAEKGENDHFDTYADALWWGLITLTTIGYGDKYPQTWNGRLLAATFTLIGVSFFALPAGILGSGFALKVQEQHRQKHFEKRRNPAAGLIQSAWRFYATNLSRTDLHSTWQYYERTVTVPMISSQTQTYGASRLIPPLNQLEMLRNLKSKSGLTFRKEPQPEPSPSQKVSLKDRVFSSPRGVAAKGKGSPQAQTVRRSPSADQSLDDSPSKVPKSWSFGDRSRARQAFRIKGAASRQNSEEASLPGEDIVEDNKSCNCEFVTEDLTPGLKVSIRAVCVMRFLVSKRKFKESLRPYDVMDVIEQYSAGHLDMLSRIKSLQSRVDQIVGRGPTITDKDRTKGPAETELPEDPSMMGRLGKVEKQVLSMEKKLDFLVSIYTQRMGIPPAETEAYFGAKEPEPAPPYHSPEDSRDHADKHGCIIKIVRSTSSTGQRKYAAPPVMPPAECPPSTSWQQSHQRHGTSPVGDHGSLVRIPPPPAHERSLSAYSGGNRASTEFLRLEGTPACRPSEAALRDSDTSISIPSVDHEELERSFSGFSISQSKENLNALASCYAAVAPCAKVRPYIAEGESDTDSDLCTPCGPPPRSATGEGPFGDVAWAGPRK
CHT block: inhibitors of human choline transporter CHT | High affinity choline transporter 1 (Homo sapiens), Q9GZV3 | CHT-expressing cells, membrane potential dye, choline response; stronger effect = lower value | B-score at 10 µM | 310,000 compounds, 0.86% hits;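 active = B-score over 3 SD under the library average, and starting fluorescence ratio not unusually high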;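 note: choline stimulus applied at its EC90 after an EC20 pre-addition; B-score computed on integrated fluorescence ratio after choline addition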
* = called active by the depositor; i = inactive; nt = no result given.

SMILES	KCNQ2 inh	CHT block
Cc1cccc(C)c1OCc1cc(C(=O)NC2CCC2)no1	i	i
CCCCN(CCCNC(=O)CN1C(=O)COc2ccc(S(=O)(=O)N3CCC(C)CC3)cc21)Cc1ccccc1	i	i
Cc1ccc(C(=O)Cn2c(NCCO)nc3ccccc32)cc1	i	i
Cc1ccc(-c2noc(C3CCN(S(=O)(=O)c4ccc5c(c4)OCCO5)CC3)n2)o1	i	i
Cc1ccnc(NC(=O)c2ccc(S(=O)(=O)N3CCCC3)cc2)c1	i	i
O=C(CN1C(=O)c2ccccc2S1(=O)=O)NCCSCc1cccc(Cl)c1	i	i
O=c1[nH]c(-c2ccccc2)nn1-c1ccc(Br)cc1Br	i	i
COc1ccc(-n2c(SCC(=O)Nc3ccc(NC(C)=O)cc3)nc3c([nH]c4ccccc43)c2=O)cc1OC	i	i
Cc1ccc(-n2c(O)c(C=Nc3ccc4c(c3)OCO4)c3ccccc3c2=O)cc1C	i	i
NNC(=O)c1ccc(N2CCc3ccccc32)c([N+](=O)[O-])c1	i	i
Cc1ccccc1CN1CCC(C(=O)Nc2ccc(Oc3cccnc3)cc2)CC1	i	i
O=C(Oc1ccccc1)N1CCN(c2ccc(F)cc2)CC1	i	i
Nc1ccc(NC2C[C@@H](C(=O)O)NC2=O)cc1 (some centres not stated)	i	i
CC(C(=O)Nc1sc2c(c1C#N)CCCCC2)N1C(=O)c2ccccc2C1=O (configuration not stated)	i	i
CC(C)C[C@@H](CN=[N+]=[N-])N1CCN(C)CCC1=O	i	i

Some of these compounds in order of number of heavy atoms, smallest number first:
SMILES	KCNQ2 inh	CHT block
Cc1ccnc(NC(=O)c2ccc(S(=O)(=O)N3CCCC3)cc2)c1	i	i
Cc1ccccc1CN1CCC(C(=O)Nc2ccc(Oc3cccnc3)cc2)CC1	i	i
CCCCN(CCCNC(=O)CN1C(=O)COc2ccc(S(=O)(=O)N3CCC(C)CC3)cc21)Cc1ccccc1	i	i

Remaining list, next part.
SMILES	KCNQ2 inh	CHT block
Cc1nc(CS(=O)(=O)c2ccc(Cl)cc2)sc1C(=O)O	i	i
Cc1cc(C)n(-c2cccc(CN(C)Cc3nc(-c4cnccn4)no3)c2)n1	i	i
CCCCNc1c(-c2cccc(-c3ccc(OC)cc3)c2)nc2ccc(C)cn12	-6.1*	i
Cc1occc1-c1nnc(SCC(=O)NCCc2ccccc2)n1C(C)c1ccccc1 (configuration not stated)	i	i
N=c1c2c3c(sc2ncn1Cc1ccccc1)CCCC3	i	i
CC(C)[N+]1(C)[C@@H]2CC[C@H]1CC(OC(=O)C(CO)c1ccccc1)C2 (some centres not stated)	i	i
CCCCOC(=O)CNc1nnc(SCC(=O)OCC)[nH]c1=O	i	i
O=C(Nc1ccc(S(=O)(=O)N2CCCCCC2)cc1)c1ccc(Br)o1	i	i
O=C(Cc1ccc(Cl)cc1Cl)OCC(=O)c1ccc[nH]1	i	i
CC1CCN(c2ccc(-c3cccs3)nn2)CC1	i	i
CC(NC(=O)c1cccc(S(=O)(=O)N(C)C)c1)C1CC2CCC1C2 (configuration not stated)	i	i
COc1ccc(C(CNC(=O)c2ccc(NS(=O)(=O)c3ccc4c(c3)OCCO4)cc2)N(C)C)cc1 (configuration not stated)	i	i
COc1ccc(NC(=O)CN(C)C(=O)CCc2c[nH]c3ccccc23)cc1	i	i
CC1CCCN(C(=O)C(C)Nc2cc(Cl)ccc2N2CCOCC2)C1 (configuration not stated)	i	i
COc1ccccc1-c1c(-c2ccc(O)cc2O)n[nH]c1C(F)(F)F	i	i
COC(=O)c1cn(Cc2cc(OC)ccc2OC)cc(F)c1=O	i	i
O=C(Nc1nc(-c2ccccc2)cs1)Nc1ccc(F)cc1F	i	i
COc1cccc(NC(=O)CSc2nnc(Cn3c(=O)sc4ccccc43)n2C)c1	nt	i
COc1cccc(CN2C(=O)c3ccccc3S2(=O)=O)c1	i	i
O=C(N/N=C/C(Cl)=C/c1ccc([N+](=O)[O-])cc1)C(=O)Nc1ccccc1C(=O)O	i	i
COc1ccc2nc(NC(=O)Cn3cnc4ccccc4c3=O)sc2c1	i	i
NC(=O)CC[C@@H]1NC(=O)[C@H](CO)NC(=O)c2cc([N+](=O)[O-])cc(I)c2OCC[C@@H](C(N)=O)NC1=O	i	i
Cc1cn(S(=O)(=O)c2cc(Br)ccc2Br)cn1	i	i
COc1ccc2c(c1)O[C@H](c1ccc3c(c1)OCO3)[C@@H](OC(=O)N[C@H](C)C1CCCCC1)C2=O	i	i
Cc1nn(Cc2ccc(F)cc2)c(C)c1NC(=O)c1cc(-c2ccc3c(c2)OCO3)on1	i	i
O=C(NN1CCOCC1)c1ccc(Cl)cc1[N+](=O)[O-]	i	i
CN(C1CCCCC1)S(=O)(=O)c1ccc(-c2ccccn2)s1	i	i
COc1cc(NC(=O)c2cc(Br)cc(C)c2OC)ccc1NC(=O)C(C)C	i	i
Cc1ccc2nc(Nc3nc(C)cc(-c4ccccc4)n3)[nH]c(=O)c2c1	i	i
O=C(NC(c1ccc(Cl)cc1)c1c(O)ccc2ccccc12)c1ccccc1 (configuration not stated)	nt	i
CCn1cc(C(=O)NCCc2ccccc2C)c(=O)c2ccc(C)nc21	i	i
COC(=O)c1sc(S(=O)(=O)NCc2ccccc2)c(C(=O)OC)c1C	i	i
O=C1OC(/C(=C\Nc2ccc(F)cc2F)[N+](=O)[O-])c2ccccc21 (configuration not stated)	i	i
CC(=O)Nc1cc(C(=O)OCC(=O)c2ccccc2)ccc1C	i	i
O=C(NC(=S)Nc1ccc(S(=O)(=O)N2CCOCC2)cc1)c1ccccc1[N+](=O)[O-]	i	i
CC(=O)Nc1ccc(S(=O)(=O)Nc2nc(CN3CCOCC3)nc3sc4c(c23)CCCC4)cc1	nt	i
CCOc1ccc(NS(=O)(=O)c2ccc(NS(=O)(=O)c3cccs3)cc2)cc1	i	i
CCCOc1ncnc2c1[nH]c1ccccc12	i	i
CC1CCCCC1NC(=O)CSc1nnc(COc2ccc(Cl)cc2)o1 (configuration not stated)	i	i
O=C(NCc1nnc2c(C(F)(F)F)cc(Cl)cn12)c1ccc(Br)o1	i	i
COCC(=O)N(Cc1cc2ccc(C)c(C)c2n2nnnc12)C1CCCC1	i	i
CCn1cc(C(=O)N[C@H](C)c2ccccc2)c(=O)c2cc(F)c(N3CCN(C)CC3)cc21	i	i
C=CCNC(=O)CN(c1ccc(F)c(Cl)c1)S(C)(=O)=O	i	i
O=C(Nc1ccc(Cl)cc1)N(Cc1cccnc1)Cc1ccco1	i	i
Cc1cccnc1NC(=O)c1cccc(S(=O)(=O)N2CCN(c3ccccc3)CC2)c1	i	i
Cc1ccccc1C(=O)/C(C#N)=N/Nc1c(C)n(C)n(-c2ccccc2)c1=O	i	i
Cc1ccc(N/C=C2\C(=O)C3(C)CCC2C3(C)C)cc1C (configuration not stated)	-6.5*	i
COc1ccc(-n2ncc(Cl)c(Cl)c2=O)cc1	i	nt
O=C(Nc1cccc(Cl)c1)N1CCN(C/C=C/c2ccccc2)CC1	i	i
COC(=O)[C@@H]1Cc2c([nH]c3ccccc23)C(C)N1C(=O)c1ccccc1 (some centres not stated)	i	i
Cn1cc(CNC(=O)c2cc(COc3ccc4c(c3)CCCC4)on2)cn1	i	i
OCCC1CN(Cc2cccc(-n3cccn3)c2)CCN1Cc1ccccc1 (configuration not stated)	i	i
Cc1ccc(C(=O)COC(=O)CCC(=O)Nc2cccc(Cl)c2)cc1[N+](=O)[O-]	i	i
CCOC(=O)CN1C(=O)C(O)(c2c(C)[nH]c3ccccc23)c2ccccc21 (configuration not stated)	i	i
Cn1cc(C(=O)c2ccc(Cl)cc2Cl)cc1C(=O)N/N=C(\N)COc1ccc(F)cc1	i	i
CC(=O)N1CCN(S(=O)(=O)c2ccc(F)c(Cl)c2)CC1	i	i
O=C(CSc1nc2sc3c(c2c(=O)[nH]1)CCCC3)NCCO	i	i
O=C(NCc1ccco1)/C(=C/c1ccc(Cl)cc1)NC(=O)c1ccco1	i	i
Cc1cccc(NC(=O)CCSc2ccccc2)c1C	i	i
Cn1c(SCC(=O)Nc2ccc(Cl)cc2)nc(O)cc1=O	i	i
(listing goes on)
SMILES	KCNQ2 inh	CHT block
Cn1c(=O)c2c(nc(CN3CCc4ccccc4C3)n2Cc2ccccc2)n(C)c1=O	i	i
COc1ccc(/C=C2\SC(=O)N(CCNC(=O)C3=COCCO3)C2=O)cc1	i	i
c1ccc(-c2noc(CN3CCN(C(c4ccccc4)c4ccccc4)CC3)n2)cc1	i	i
CCn1c(SCC(=O)N2CCc3ccccc32)nnc1-c1ccncc1	i	i
Cc1ccc(S(=O)(=O)N/N=C\c2cn(CC(N)=O)c3ccccc23)cc1C	i	i
COc1ccc(C(C#N)N2N=C(C)CC2c2ccccc2)cc1OC (configuration not stated)	i	i
Cn1nc(C(=O)NC2CCCc3ccccc32)ccc1=O (configuration not stated)	i	i
Cc1ccc(C(=O)C2=C(O)C(=O)N(CCN3CCOCC3)C2c2ccccn2)o1 (configuration not stated)	i	nt
CCCc1nnc(NC(=O)CC(=O)OCC)s1	i	i
O=C(Cn1cc(SCc2cccc(Cl)c2)c2ccccc21)N1CCOCC1	i	i
O=C(NC(=S)Nc1ccc(Br)cn1)c1cccnc1	i	i
O=C(N/N=C/c1cc(Br)c(O)c(Br)c1)c1cccc(C(F)(F)F)c1	i	i
CC(=NCC1CCNCC1)C1=C(O)CC(C)(C)CC1=O	i	i
O=C(CSc1ncccc1C(=O)O)c1ccccc1F	i	i
O=C(c1ccccc1)N1CCN(CCc2ccccc2)CC1	i	i

Reprinted from the part before: seven compounds, followed by the next part.
SMILES	KCNQ2 inh	CHT block
CCCc1nnc(NC(=O)CC(=O)OCC)s1	i	i
O=C(Cn1cc(SCc2cccc(Cl)c2)c2ccccc21)N1CCOCC1	i	i
O=C(NC(=S)Nc1ccc(Br)cn1)c1cccnc1	i	i
O=C(N/N=C/c1cc(Br)c(O)c(Br)c1)c1cccc(C(F)(F)F)c1	i	i
CC(=NCC1CCNCC1)C1=C(O)CC(C)(C)CC1=O	i	i
O=C(CSc1ncccc1C(=O)O)c1ccccc1F	i	i
O=C(c1ccccc1)N1CCN(CCc2ccccc2)CC1	i	i
O=C(NNC1=Nc2ccccc2SC1)c1ccc(Cl)cc1	i	i
Cc1cc(C)n(-c2nc3ccccc3c(=O)n2OCCOc2ccccc2)n1	-5.6*	i
C=CCC(=O)NC(C)c1cnn(-c2ccccc2C)c1C (configuration not stated)	i	i
CCOC(=O)CSc1nnc(CNC(=O)c2ccc(OC)cc2)n1-c1ccc(OC)cc1	nt	i
CC(C)NC(=O)c1ccc2c(c1)N(CC(=O)Nc1ccccc1F)C(=O)C(C)(C)O2	i	i
CCC(C)NC(=O)CSc1ccc(Cl)cc1 (configuration not stated)	i	i
Cn1cnnc1SCC(=O)Nc1ccccc1	i	i
Cn1cc2cc(NC(N)=S)ccc2n1	i	i
Cc1cc(C(=O)COc2cc(F)ccc2[N+](=O)[O-])c(C)n1C1CC1	i	i
COc1ccc(/C=N/c2oc(C)c(C)c2C#N)c(OC)c1	i	i
O=C(Nc1ccc(Oc2cccnc2)cc1)c1cccc([N+](=O)[O-])c1	i	i
Cc1ccccc1NC(=S)NCc1ccc(F)cc1	i	i
O=C(CNS(=O)(=O)c1ccccc1)N1CCCC1	i	i
CCN(CC)S(=O)(=O)c1ccc(C(=O)NC(=S)N(CCC#N)Cc2cccnc2)cc1	i	i
COCc1nnc(NS(=O)(=O)c2ccc(Cl)cc2)s1	i	nt
CCC(C(=O)OCC(=O)Nc1cc(Cl)ccc1Cl)c1ccccc1 (configuration not stated)	i	i
C=CCn1c(C(C)(C)C)nc2ccccc21	i	i
Cc1cc(C)n(CC(=O)N2CCCC(N3CCN(c4cccc(C(F)(F)F)c4)CC3)C2)n1 (configuration not stated)	i	i
CCc1cc(=O)oc2cc3oc(C)c(C)c3cc12	i	i
CCOC(=O)C1=C(C)Nc2ccccc2N=C1NC(=O)/C=C/c1ccc(OC)cc1OC	i	i
Cc1ccccc1Cn1c2ccccc2c2cnn(CC(=O)NCCCN3CCN(C)CC3)c(=O)c21	i	i
CCN(CC)CCNC(=O)c1ccc(Cl)c(S(=O)(=O)Nc2ccccc2OC)c1	i	i
CCN(CC)c1ccc(/C=N/NS(=O)(=O)c2ccc(CNC(C)=O)cc2)cc1	i	i
O=C(NCCNc1ccc(Cl)cc1[N+](=O)[O-])c1ccccc1F	i	i
O=C(NC(=S)NNC(=O)c1ccccc1[N+](=O)[O-])c1ccc(Br)cc1	i	i
CCn1c(COc2cccc(OC)c2)nnc1SCC(=O)Nc1cc(OC)ccc1OC	i	i
CCOc1ccc(-c2nnc(-c3ccco3)o2)cc1OCC	i	i
CCC(Sc1ncccc1C(=O)O)C(=O)N1CCOCC1 (configuration not stated)	i	i
CN(Cc1nccs1)C(=O)C1CCC(=O)N(CCc2ccc(Cl)cc2)C1 (configuration not stated)	i	i
Cc1ccc(Cl)cc1NC(=S)N(CCCN1CCN(C)CC1)Cc1cccs1	i	i
CC(NC(=O)c1ccc2c(c1)OCO2)c1ccccc1 (configuration not stated)	i	i
COc1ccc(CNC(=O)CSc2nc3ccccc3n2C(C)=O)cc1	i	i
O=C(COc1ccc(F)c(Cl)c1)N1CCN(c2ccccn2)CC1	i	i
O=C(CN1C(=O)c2cccc3cccc(c23)C1=O)N1CCN(Cc2ccc3c(c2)OCO3)CC1	i	i
Cc1cc(/C=C2\SC(=S)NC2=O)c(C)n1-c1cccc(O)c1	i	i
Cc1cc(Cl)ccc1Oc1ccccc1C(=O)CC#N	i	i
CCc1ccc(NC(=O)c2ccc(Cn3cc([N+](=O)[O-])cn3)cc2)cc1	i	i
CCOC(=O)c1[nH]c(C)c(C(=O)NCCc2ccc(OC)cc2)c1C	i	i
Cc1ccc(OCCn2cc(C(=O)O)c3ccccc32)cc1	i	i

Compounds as they come; overall some 1.9% were active at least once.
